Screening results from PubChem BioAssay.
iPSC survival up – increases survival of single human iPS cells; hiPSC single-cell survival, ATPlite luminescence; 100% = ROCK inhibitor wells, 0% = DMSO; survival enhancement, % at 20 µM; 0.044% of 360,000 active; in the data active means survival enhancement above about 18%;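 further: cells exposed to compounds for 16 hours before the ATP read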
PDI inh – PDI (human) enzyme inhibition | P07237 | PDI insulin aggregation turbidity, A650, 90 min | inhibition, % at 10 µM | 0.052% of 350,000 active | AID 588391;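 active means mean inhibition across replicates of 30% or more, whatever share of single replicates reach that level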;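 further: absorbance from insulin aggregation driven by PDI reduction with DTT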
Target sequence (P07237 whole entry, looked up): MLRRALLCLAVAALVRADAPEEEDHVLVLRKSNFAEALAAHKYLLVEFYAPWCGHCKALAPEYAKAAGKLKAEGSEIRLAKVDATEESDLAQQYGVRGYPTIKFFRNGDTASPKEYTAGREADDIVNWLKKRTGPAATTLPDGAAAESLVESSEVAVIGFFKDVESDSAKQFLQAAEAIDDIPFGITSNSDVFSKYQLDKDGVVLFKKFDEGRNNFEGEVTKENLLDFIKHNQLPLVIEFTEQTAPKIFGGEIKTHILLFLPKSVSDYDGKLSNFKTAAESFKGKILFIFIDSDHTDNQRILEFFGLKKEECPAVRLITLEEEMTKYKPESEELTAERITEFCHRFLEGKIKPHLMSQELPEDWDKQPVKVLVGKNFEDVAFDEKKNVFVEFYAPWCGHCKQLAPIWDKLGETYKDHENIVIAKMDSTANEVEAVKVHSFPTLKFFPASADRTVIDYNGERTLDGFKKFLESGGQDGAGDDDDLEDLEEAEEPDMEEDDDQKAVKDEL
Shn3 3UTR inh – reduces Shn3 3'UTR luciferase signal in osteoblasts; Clone20 osteoblast Shn3 3'UTR firefly luciferase, 24 h; 0.52% of 360,000 active; inhibition, % at 12.5 µM;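 active means mean inhibition of at least 75% with every replicate also reaching 75%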;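 further: 0% = median of neutral control wells and 100% = pilot-screen positive control compound; some compounds past the cut are filed as inactive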
HIF-2a inh – inhibitors of HIF-2a; 786-0 RCC cells HIF-2a reporter, luciferase luminescence, overnight; inhibition, % at 18.8 µM; 0.72% of 360,000 active;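 active means inhibition of the luminescence signal of 40% or more relative to plate controls, in a single-dose primary screen at 18.75 µM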
NR2E3 ag-1 – activates human photoreceptor nuclear receptor NR2E3; GST-NR2E3/biotin-RetCOR TR-FRET, 1536-well; inhibition of corepressor binding, % at 4.78 µM; 0.12% of 320,000 active; AID 2300;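 active means percent inhibition above the cutoff of mean plus 3 SD of all tested compounds, set per screening campaign, cut at about 20% in these data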;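 further: 0% = DMSO wells and 100% = biotin wells as full block of FRET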
Target sequence (Q9Y5X4 whole entry, looked up): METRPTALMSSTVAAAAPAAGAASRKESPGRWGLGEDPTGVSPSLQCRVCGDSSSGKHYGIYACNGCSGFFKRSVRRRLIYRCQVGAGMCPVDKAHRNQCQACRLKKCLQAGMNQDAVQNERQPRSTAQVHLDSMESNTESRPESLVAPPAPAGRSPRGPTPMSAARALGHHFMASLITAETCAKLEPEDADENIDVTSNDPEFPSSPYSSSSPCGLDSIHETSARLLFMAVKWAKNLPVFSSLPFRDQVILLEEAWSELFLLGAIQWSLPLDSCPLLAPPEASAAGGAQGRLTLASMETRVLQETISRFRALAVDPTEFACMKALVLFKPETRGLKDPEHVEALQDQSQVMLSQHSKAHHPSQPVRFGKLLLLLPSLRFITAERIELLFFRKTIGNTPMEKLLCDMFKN
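System: GST-NR2E3 and biotin-RetCOR proteins; probe or stimulus: 7 nM biotin-RetCOR; doses: compound at 4.8 µM, single dose; schedule: Compound–protein incubation for 5 h at 4 °C; detection: time-resolved FRET; read-out: percent inhibition; controls: biotin wells as high control, 0.6% DMSO wells as low control; format: 1536-well plates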
m5-HT2A agonist – mouse HTR2A agonism via beta-arrestin recruitment | 0.66% of 360,000 active | P35363 | CHO-K1 mHTR2A beta-arrestin complementation, luminescence; percent of 30 µM serotonin response | activation, % at 7.6 µM | AID 624169;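 active means activation above a run cutoff, the mean activation of all tested compounds plus 3 SD, cut at about 14% in these data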;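 further: 0% = plate median of compound wells and 100% = 30 µM serotonin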
TRPM1 prom inh – MITF TRPM1 promoter inhibition in SK-MEL-5 cells | 0.83% of 330,000 active | SK-MEL-5 TRPM1 promoter luciferase, 24 h | inhibition, % at 12.5 µM | AID 488899;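 active means mean inhibition across replicates of 60% or more, whatever share of single replicates reaches that level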; further: values of inactives mirror those of a sister screen read the other way
NR2E3 ag-2 – activates human NR2E3 receptor; Q9Y5X4; CHO-S Gal4-NCOR/VP16-NR2E3 two-hybrid, luciferase; inhibition of corepressor binding, % at 3.98 µM; 0.35% of 360,000 active; AID 602229;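 active means inhibition above the mean of all tested compounds plus 3 SD, cut at about 70% in these data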;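 further: 0% = DMSO with NR2E3 transfected cells and 100% = cells lacking NR2E3 construct; higher means lower luciferase signal from less NR2E3 corepressor binding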
H9c2 protect – modulators protecting cardiomyocytes from myocardial damage. 0.63% of 360,000 active. H9c2 cardiomyocytes, H2O2 injury protection, ATPLite, 2 h. protection from H2O2 cell death, % at 20 µM. AID 588492;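 active means compounds giving at least 50% protection of heart cells from peroxide-induced death in the single-dose screen, raw or plate-pattern-corrected value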;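 further: 0% = DMSO wells with peroxide and 100% = DMSO wells without peroxide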
CaV13 ICDI inh – Disruptors of the CACNA1D IQ motif to Ca2+-dependent inactivation inhibitor domain association, primary screening, Förster resonance energy transfer in intact living …. HEK cells, CFP/YFP FRET ICDI-IQ, plate reader, 10 min; percent FRET-ratio fall versus neutral wells. inhibition, % at 12.3 µM. 0.098% of 340,000 active;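 active means mean replicate inhibition of at least 30% and at least 1% of replicates passing that level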;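 further: 0% = median of the neutral control wells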
Peg3 promoter – reduces Peg3 promoter-driven luciferase expression in HeLa; HeLa PEG-Prom luciferase reporter, luminescence, overnight; 1.7% of 360,000 active; AID 588405; inhibition, % at 20 µM;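 active means inhibition of at least 50% at 20 µM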
The depositor's hits bear a star; . = no result given.

SMILES	iPSC survival up	PDI inh	Shn3 3UTR inh	HIF-2a inh	NR2E3 ag-1	m5-HT2A agonist	TRPM1 prom inh	NR2E3 ag-2	H9c2 protect	CaV13 ICDI inh	Peg3 promoter
CCC1CCCCN1Cc1nc2c(c(=O)n(C)c(=O)n2C)n1Cc1ccccc1 (centres undefined)	0.2	.	2.0	9.3	4.1	0.1	2.9	-23.0	-3.7	2.7	11.5
Nc1nnc(SCc2ccc(Cl)cc2)s1	0.1	-1.2	-27.9	-85.2	1.4	3.4	-18.8	-23.6	-12.8	.	-82.2
CC(=O)c1c(C)oc2ccc(NS(=O)(=O)c3ccccc3)cc12	-0.3	1.1	-5.0	8.4	2.8	-5.9	4.1	13.8	-7.1	-6.9	-3.6
CC(C)Oc1ccc(S(=O)(=O)N2CCCCC2)cc1NC(=O)C1CSC2(C)CCC(=O)N12 (centres undefined)	-0.4	4.4	-3.3	17.6	0.1	-0.1	-4.4	-25.3	3.2	-6.5	3.5
CC(NC(=O)COC(=O)c1ccc(S(=O)(=O)N2CCOCC2)cc1)c1ccccc1 (centres undefined)	-0.5	9.9	-12.2	2.9	.	6.4	6.8	30.8	2.8	-3.3	-13.4
O=C(NCc1ccncc1)[C@@H]1CCCN1C(=O)[C@@H]1CCCN1C(=O)c1ccccc1Cl	-0.5	.	.	9.0	.	1.1	.	-22.5	.	-5.1	.
CC(C)(C)S(=O)(=O)/C(C#N)=C/c1sccc1C1OCCO1	0.2	3.9	26.8	15.9	2.8	3.9	2.7	7.1	3.4	-18.9	0.4
FCCCOc1ccc(-c2nccc(-c3ccccn3)n2)cc1	-0.4	12.2	-20.6	-215.1	3.1	8.1	-40.6	-109.0	-2.0	-6.4	-172.9
COc1ccccc1N1CC(C(=O)OC(C)C(=O)Nc2ccc(F)cc2)CC1=O (centres undefined)	-0.3	-22.9	-0.5	-2.5	.	6.5	.	-27.1	4.0	-8.4	-1.9
O=C(Oc1cccc(-n2cnnn2)c1)c1sc2ccccc2c1Cl	-0.8	-8.4	2.5	23.1	-1.9	4.4	3.5	-10.2	-6.7	.	11.5
CCOC(=O)c1c(C)c(C(=O)NCCCN2CCCC2=O)c(C)n1CC	2.9	-2.0	-1.2	7.1	2.2	-2.1	2.7	-15.0	2.7	-7.2	5.9
CCOc1ccc(NC(=O)c2sc3nc4n(c(=O)c3c2C)CCC4)cc1	-0.5	0.8	30.6	-23.8	-3.7	4.0	-19.1	1.7	1.7	-2.5	-50.7
COc1ccc(-c2cc(CNC(C)=O)on2)cc1	0.4	-9.2	2.1	-49.7	8.8	4.5	-13.1	-6.6	2.1	-3.5	-16.3
O=C(Cn1cnc2sc3c(c2c1=O)CCCC3)NCC(=O)Nc1ccc(F)cc1F	-0.5	-7.0	-25.7	7.9	-1.5	3.3	-15.2	-13.4	-7.0	-3.4	17.6
CCS(=O)(=O)c1nc(S(=O)(=O)c2ccc(C)cc2)c(NCCCN2CCCC2=O)s1	-0.3	1.7	-17.9	5.2	1.0	-0.7	-14.5	24.8	1.1	-5.1	16.6
COCCCNC(=O)CN(CCc1ccccc1)S(=O)(=O)c1ccc(C)cc1	-1.2	14.3	-5.8	9.2	-1.1	-0.3	-26.8	-11.4	3.3	8.6	-2.5
CCn1ncc(CN2CCN(Cc3cccc(OC)c3)C(CCO)C2)c1C (centres undefined)	1.7	-6.3	5.5	10.0	-0.1	-0.3	9.3	23.2	-9.9	-6.9	11.3
C[C@H](CO)N1C[C@H](C)[C@@H](CN(C)S(=O)(=O)c2cccc(F)c2)OCc2cn(nn2)CCCC1=O	1.5	5.4	-3.4	1.6	.	-5.7	.	-5.2	-14.5	-2.0	-6.3
CSCC[C@@H](C(=O)Nc1ccc2c(c1)OCCO2)N1Cc2ccccc2C1=O	6.5	0.9	-26.9	-98.3	3.1	-5.2	.	-52.0	-7.5	-5.0	-114.3
Cc1[nH]c2ccccc2c1NC(=O)CN1CCN(C(=O)c2ccco2)CC1	-0.4	-5.9	-8.9	15.7	1.8	22.2*	.	-48.8	2.5	-5.5	5.5
Cc1ccc(C)c(C(=O)CCC(=O)Nc2ccc(N3CCN(C)CC3)cc2C)c1	0.3	0.9	-3.0	-24.2	.	-8.2	-12.2	-17.0	9.0	-5.4	0.1
COc1cc(C2N=C(c3ccccc3)NO2)cc(Br)c1O (centres undefined)	0.0	3.0	-2.2	-96.6	-0.2	-1.0	4.8	-73.2	3.0	.	-121.3
NC(=O)CSc1c[nH]c2ccccc12	7.2	5.0	1.1	-3.0	1.4	5.2	17.1	-4.6	8.4	-5.5	-5.7
CCCn1c(C(O)c2cc(OC)c(OC)c(OC)c2)nc2ccccc21 (centres undefined)	1.4	4.0	21.2	18.1	3.2	6.2	5.6	0.3	-0.4	-1.9	-5.6
Cc1ccc(CSc2nnc(-c3cccc(S(=O)(=O)N4CCOCC4)c3)n2CC(C)C)cc1	-1.7	3.0	22.6	8.3	2.4	3.7	12.3	5.8	-6.3	-14.3	10.2
CCOc1ccc(NC(=O)CCC(=O)Nc2nnc(CC)s2)cc1	0.9	2.1	-10.7	7.2	-0.7	2.7	-12.3	-28.9	13.1	-4.4	9.9
Cc1ccc(SCC(=O)c2c(C)nc3cc(C)ccn23)cc1	1.1	6.9	-0.9	-132.4	1.5	1.8	-11.4	-13.3	-13.5	-1.0	-41.4
O=C1C=C(c2ccc(F)nc2)CCC1	-1.2	10.7	12.2	-11.2	1.1	4.2	-0.9	3.0	7.7	-5.6	-7.0
O=C(O)c1cc(N2C(=O)C3CC=CCC3C2=O)ccc1NCc1cccnc1 (centres undefined)	-0.4	-4.1	-14.3	4.9	1.8	0.0	1.8	-8.1	-4.1	-3.6	12.1
COC(=O)/C(=C/c1c[nH]c2ccccc12)[N+](=O)[O-]	-0.6	1.6	23.5	13.5	-0.4	-7.6	9.1	3.9	16.6	-10.3	25.4
CN1CCC(NC(=O)c2cccc(Oc3ccccc3)c2)CC1	-0.4	-8.0	18.9	0.8	2.8	-6.5	-0.6	-0.5	2.5	-6.4	12.0
Cc1cc(C)cc(C(=O)NC(=S)Nc2ccc3[nH]c(=O)[nH]c3c2)c1	-0.6	-9.2	-26.0	12.2	-13.9	-3.8	6.2	-28.4	15.2	-11.8	4.5
CCOC(=O)C1=C(COC(=O)c2c(OC)cccc2OC)NC(=O)NC1C (centres undefined)	3.6	7.8	-9.5	5.4	6.2	-7.4	7.6	13.8	18.1	-8.0	13.8
Cc1cccc(C(=O)Nc2ccc(O)c3c(=O)cc(-c4ccccc4Cl)oc23)c1	3.2	-3.8	-18.8	-22.7	0.6	4.0	-12.1	-36.4	-0.9	-5.3	-21.1
O=C(NCCc1ccccc1)C(=O)NCC1CCCO1 (centres undefined)	1.6	-0.6	-10.7	-73.6	4.2	1.9	0.3	-37.5	-3.4	-7.9	-39.4
Cc1c(CC(=O)O)c(=O)oc2c(C)c(OCc3ccccc3Br)ccc12	-0.4	0.1	-1.9	4.3	-0.6	1.5	-1.8	-5.0	-1.5	-19.0	-13.3
Cc1cccc(C)c1NC(=O)COC(=O)CCc1c[nH]c2ccccc12	-0.4	0.1	-10.3	8.0	3.5	-5.9	2.3	0.0	-0.7	-6.4	5.0
CCS(=O)(=O)N1CCN(Cc2nc3ccccc3c(=O)[nH]2)CC1	0.1	-12.7	-11.0	17.4	7.6	-1.4	-1.0	3.7	26.4	-3.3	11.0
CCOc1ccc(-c2c(C(=O)N/N=C/c3cccc(Br)c3)nnn2-c2nonc2N)cc1	-0.5	-5.5	13.0	1.9	-2.5	-1.1	2.6	-28.7	2.9	-17.8	56.3*
CC1=CSC2=NC(=O)/C(=C\c3cccn3-c3ccccc3)C(=N)N12	3.5	-0.2	9.8	-6.6	-0.8	2.5	-17.5	-4.8	-1.2	-6.9	-7.6
CCC(=O)NC1CCN(C(=S)NC)CC1	-0.7	4.2	-15.5	8.9	0.0	4.4	-4.6	1.4	-5.6	2.3	2.0
CCN(CC(=O)NCc1cccs1)C(=O)c1cc(S(=O)(=O)NCc2ccccc2)ccc1C	3.4	-9.3	2.7	17.6	4.4	4.7	9.6	2.4	1.4	-15.3	10.8
Cc1ccc(OCCOc2cccc3ccc(C)nc23)c([N+](=O)[O-])c1	-0.4	-2.0	-2.4	-41.4	-0.9	0.4	12.4	-31.6	11.3	-3.5	-14.5
O=C(C(=O)N1CCCCC1)c1c(-c2ccccc2)[nH]c2ccccc12	-0.9	-4.0	-4.2	13.3	0.4	-5.0	-5.6	18.0	2.3	-6.5	18.1
Cc1ccc(N/C=C2\C(=O)C3(C)CCC2C3(C)C)cc1C (centres undefined)	-0.7	0.3	-5.7	-43.9	2.9	-4.4	3.2	-38.2	-3.9	1.1	-23.4
Nc1[nH]c(C(=O)c2ccccc2)c(-c2ccc([N+](=O)[O-])cc2)c1C(=O)NCCc1c[nH]c2ccccc12	2.1	.	.	-12.5	.	10.7	.	-3.1	.	-11.6	.
Cc1ccc(C(=O)N/N=C/c2cc(C)n(-c3ccc(Br)cc3)c2C)cc1[N+](=O)[O-]	2.1	5.3	24.9	7.6	0.1	-1.4	6.9	-13.6	-8.5	-4.9	14.7
CC1(C)CC(=O)C2=C(C1)NC1=C(C(=O)c3ccccc31)C2c1cccnc1 (centres undefined)	9.2	-6.2	-2.0	17.5	-6.2	-5.2	3.6	16.0	4.6	-6.9	16.5
COc1ccccc1NNC(=O)C(O)(c1ccccc1)c1ccccc1	0.6	7.6	1.7	4.9	2.4	-6.0	6.5	-7.0	-2.7	-13.7	11.9
CCCOc1ccc(N2C(=O)CC(N(Cc3ccco3)C(=O)CCC(=O)O)C2=O)cc1 (centres undefined)	-0.6	7.9	0.6	9.5	-3.4	-4.6	-0.2	-24.9	0.3	-4.8	-1.6
O=C(CN1CCOCC1)N1CCCc2c1c(=O)oc1ccc(OCc3ccccc3)cc21	1.4	2.5	18.3	0.1	-3.6	-4.2	11.2	-7.3	1.3	-5.2	10.6
CCCc1cc(C(=O)N2CCCC(Cc3cccc(Cl)c3)(C(=O)OCC)C2)n(C)n1 (centres undefined)	-0.5	2.7	-14.2	-146.9	3.3	-4.2	0.9	-27.2	1.1	-2.5	-96.0

Compounds were not picked by outcome (roughly 3.9% active in at least one column).
